UPR XBP1 act = activators of adaptive XBP1 UPR arm, primary screen, cell-based, CHO-XBP1 luciferase reporter, luminescence, uHTS. activation, % at 20 µM. IRE1-XBP1 UPR activation; percent of tunicamycin response, DMSO as zero. hit rate 0.33% among 330,000. AID 463104, 2010;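 active = versus positive control, 20 µM dose yields 30% or more activation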;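 also: 100% = tunicamycin at 10 µg/mL and 0% = DMSO only wells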
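Signal: luciferase luminescence; Assay system: CHO-XBP1 luciferase reporter cells; Amount: one thousand reporter cells per well; Dosing: 20 µM single concentration, DMSO 1%; Benchmarks: high control tunicamycin 10 µg/mL final, low control DMSO vehicle only; Schedule: 6 h compound exposure at 37 °C, 5% CO2; Evaluation: percent activation relative to tunicamycin reference.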
APJ agonist = agonists of human apelin receptor APJ, primary screen, CHO-K1 cells, PathHunter beta-arrestin, luminescence; P35414; 0% DMSO wells, 100% apelin; activation, % at 20 µM; hit rate 0.11% among 330,000; AID 2520, 2010;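 active = activation more than six SD over the plate average, tested at 20 µM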;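 also: 0% = DMSO alone and 100% = apelin-13 at 10 nM; some results filed as inactive read as strong as hits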
Target sequence (P35414 whole entry, looked up): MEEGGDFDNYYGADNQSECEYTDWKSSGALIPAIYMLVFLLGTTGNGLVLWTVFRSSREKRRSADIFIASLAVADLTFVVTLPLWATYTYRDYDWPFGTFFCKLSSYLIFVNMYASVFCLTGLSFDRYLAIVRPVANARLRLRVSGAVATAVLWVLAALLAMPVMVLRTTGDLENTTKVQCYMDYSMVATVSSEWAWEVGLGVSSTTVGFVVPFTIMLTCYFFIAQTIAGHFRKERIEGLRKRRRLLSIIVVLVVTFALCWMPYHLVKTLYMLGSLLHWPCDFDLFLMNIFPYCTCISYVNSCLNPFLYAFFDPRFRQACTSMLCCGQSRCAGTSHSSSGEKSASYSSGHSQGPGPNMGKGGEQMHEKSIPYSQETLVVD
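Test system: CHO-K1 APJ beta-arrestin complementation cell line | Compound: Single test compound dose, 20 µM final, 1% DMSO | Incubation: Compound 90 min 25 °C, reagent 1 h | Measured by: beta-gal luminescence | Read-out basis: APJ–arrestin association signal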
Jurkat NFkB inh = inhibitors of induced NF-kB luciferase reporter, primary screen, TCR NF-kB activation inhibitor project, cell-based, luminescence, uHTS; Jurkat, PMA/ionomycin-induced NF-kB luciferase reporter; inhibition, % at 4 µM; hit rate 0.53% among 330,000; AID 435003, 2010; in the data active = inhibition above about 50%
Mdm2 MdmX PPI = inhibitors of human Mdm2-MdmX association, primary screen, cell-based, luminescence, split luciferase, SaOS-2, uHTS; Protein Mdm4 (Homo sapiens) + E3 ubiquitin-protein ligase Mdm2 (Homo sapiens), …; SaOS-2 split-luciferase Mdm2/MdmX complementation; inhibition, % at 8 µM; hit rate 3% among 330,000; AID 485346, 2010;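 active = inhibition of at least 50% at 8 µM in the primary screen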
CHOP UPR activ = activators of apoptotic CHOP UPR arm, primary screen, cell-based, CHO-CHOP luciferase reporter, luminescence, uHTS | UPR activation; percent of tunicamycin response over DMSO baseline | activation, % at 10 µM | hit rate 0.34% among 330,000;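 active = at 10 µM dose, activation of 40% or more, normalized to positive control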;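 also: 100% = tunicamycin at 10 µg/mL and 0% = DMSO alone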
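Dosing – one dose, 10 µM in 0.5% DMSO · System – CHO-CHOP cells, stable luciferase reporter of PERK-eIF2a-CHOP signalling · Input – 500 cells/well · Control set – tunicamycin 10 µg/mL final as positive, DMSO-only wells as negative · Timing – 6 h compound treatment, 37 °C · Measure – % activation vs tunicamycin · Technique – luminescence read with Steady-Glo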
tim23-1 inh = growth inhibitors of tim23-1 mutant yeast, primary screen, luminescence, uHTS. AID 463212, 2010. hit rate 1.3% among 330,000. S. cerevisiae tim23-1 growth, BacTiter-Glo luminescence, 24 h. inhibition, % at 20 µM;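 active = growth inhibition of the mutant yeast at or above 50%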;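 also: temperature-sensitive mutant grown at 25 °C; plate controls were DMSO-treated mutant yeast for no effect and medium wells lacking yeast for full effect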
APJ antagonist = antagonists of human apelin receptor APJ, primary screen, CHO-K1 cells, beta-arrestin complementation, luminescence; P35414; inhibition, % at 20 µM; hit rate 0.32% among 330,000;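 active = inhibition above about 40% at 20 µM, limit read from the data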;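 also: cells challenged with 10 nM apelin-13 agonist together with compound; plate controls were apelin-13 plus DMSO wells for no effect and DMSO wells lacking apelin-13 for full effect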
697 NFkB inh = inhibitors of PMA/ionomycin-induced NF-kB reporter, 697 cells, primary screen, B-cell NF-kB inhibitor project, cell-based, luminescence, uHTS | 697 B-cell NF-kB luciferase reporter, 16 h | inhibition, % at 4 µM | hit rate 0.33% among 330,000; in the data active = inhibition above about 35%
* marks the source's active call; other numbers are inactive results. An unsorted share of the library, and some 5% of all compounds hit somewhere here.

Preview:
SMILES	UPR XBP1 act	APJ agonist	Jurkat NFkB inh	Mdm2 MdmX PPI	CHOP UPR activ	tim23-1 inh	APJ antagonist	697 NFkB inh
Cc1cc(C)c(C)c(S(=O)(=O)NC2CCN(Cc3ccccc3)CC2)c1C	-1	-1	6	15	-2.1	22	14	14
COCC(C)N=CC1=C(O)CC(C)(C)CC1=O (centres undefined)	1	-1	13	6	-0.7	8	14	12
Cc1noc(C)c1NC(=O)Nc1ccc2c(c1)C(=O)N([C@H](C)CO)C[C@H](C)[C@H](CN(C)C)O2	-3	-3	18	10	0.7	-3	6	9
CS(=O)(=O)N(CCc1ccccc1)CC(=O)NCc1ccccc1	-1	-2	-12	-20	-0.2	7	0	6

The listing (from the top)
SMILES	UPR XBP1 act	APJ agonist	Jurkat NFkB inh	Mdm2 MdmX PPI	CHOP UPR activ	tim23-1 inh	APJ antagonist	697 NFkB inh
Cc1cc(C)c(C)c(S(=O)(=O)NC2CCN(Cc3ccccc3)CC2)c1C	-1	-1	6	15	-2.1	22	14	14
COCC(C)N=CC1=C(O)CC(C)(C)CC1=O (centres undefined)	1	-1	13	6	-0.7	8	14	12
Cc1noc(C)c1NC(=O)Nc1ccc2c(c1)C(=O)N([C@H](C)CO)C[C@H](C)[C@H](CN(C)C)O2	-3	-3	18	10	0.7	-3	6	9
CS(=O)(=O)N(CCc1ccccc1)CC(=O)NCc1ccccc1	-1	-2	-12	-20	-0.2	7	0	6
O=C(NCc1ccco1)c1cccc(C(F)(F)F)c1	-2	-3	15	-13	-0.4	11	1	14
COc1ccc(C(=O)N/N=C\C(C)=C\c2ccccc2)cc1OC	0	5	-5	-1	2.4	28	2	10
CCOc1ccccc1Nc1nc(N2CCCC2)nc(N2CCOCC2)n1	-1	-4	0	-7	0.9	14	3	1
CCc1ccc(N2CC(C(=O)Nc3cc(C)on3)CC2=O)cc1 (centres undefined)	-1	0	3	5	-0.5	4	-8	17
COc1cccc(Nc2nc(-c3sc(C)nc3C)cs2)c1	4	-2	-42	0	4.1	55*	-7	-43
Cc1ccc(NC(=S)NNC(=O)CSc2nc3ccccc3c(=O)n2-c2ccc(C)cc2)cc1	2	-6	-8	4	-1.5	37	16	-48
CCCc1cc(=O)[nH]c(SCC(=O)Nc2ccc(S(=O)(=O)N3CCCC3)cc2)n1	-4	-4	3	18	-1.8	0	1	2
CCOc1ccc(/C=N/NC(=O)c2nnn(-c3nonc3N)c2COc2ccc(F)cc2)cc1	-2	-4	11	24	0.3	-2	3	2
CN(CC(=O)N1CCCC1)S(=O)(=O)c1cc(Cl)ccc1Cl	-1	-4	-1	0	-0.7	8	7	12
O=C(N1CCNCC1)N1CCOCC1	-1	-1	-9	-6	0.2	25	-7	18
CN(C)c1cccc2c1C(=O)c1ccccc1C2=O	3	-2	-4	16	0.8	31	16	19
O=C(COC(=O)/C=C/c1ccccc1)NC(=O)NCc1ccccc1	-3	-1	11	-2	1.7	15	-2	22
CCc1noc(C)c1C(=O)Nc1cccc2ncccc12	1	0	-31	-4	-0.4	-1	7	-14
COc1ccc(S(=O)(=O)N(C)C)cc1NC(C)C(=O)Nc1cccc(C#N)c1 (centres undefined)	1	1	5	-2	1.0	-2	14	9
COc1ccc(-c2csc(NC(=O)c3ccccc3S(C)(=O)=O)n2)cc1	0	-2	-2	2	0.3	25	16	15
CCc1cc(OCCOCCN(C)C)ccc1Cl	0	-2	4	26	3.1	-5	10	-10
COc1cc(Br)c(/C=C/c2ccc3cccc(O)c3n2)cc1OC	3	-4	-8	74*	5.4	6	3	2
COc1ccc(C(CC(=O)c2ccc(O)cc2)S(=O)(=O)c2ccc(C)cc2)cc1 (centres undefined)	4	-6	-10	-7	5.4	29	11	-1
COc1cc(NC(=O)c2ccc(Br)o2)ccc1NC(=O)C(C)C	-3	-1	-29	-7	1.4	17	-3	-5
CCOc1ccc(/C(O)=C2/C(=O)C(=O)N(CCCn3ccnc3)C2c2cccs2)cc1Cl (centres undefined)	3	2	-24	-18	-0.3	-3	-6	-9
O=C(Nc1nnc(C2CCCCC2)s1)c1cccs1	3	-2	-83	-78	5.6	34	6	-111
CC(C(=O)NC1CCCCC1)N1C(=O)c2cccc3cccc1c23 (centres undefined)	-6	8	12	40	1.6	32	9	15
COc1ccc(OC)c(C2=NNC(=NCc3ccc4c(c3)OCO4)SC2)c1	0	-2	10	-23	-0.8	26	18	0
Oc1ccccc1C1=NCCNC(C(F)(F)F)=C1	-3	-2	14	24	0.1	6	2	24
Cc1nnc(NC(=O)Cn2cnc3c2c(=O)n(C)c(=O)n3C)s1	0	5	8	-21	-1.9	-10	13	5
Cc1nn(-c2ccccc2)c(C)c1C(=O)OCC(=O)N1CCN(S(=O)(=O)c2ccccc2)CC1	1	0	1	21	-2.5	-100	-15	-10
CC(C)CC(NC(=O)C(CC(C)C)NC(=O)OC(C)(C)C)C(N)=O (centres undefined)	-5	0	10	23	1.6	8	12	10
COCCCNCCCCOc1ccc(Br)cc1C	0	2	0	33	2.5	11	16	-2
CCOC(=O)Cc1c(C)nc(-c2ccccc2)[nH]c1=O	-2	5	7	20	-1.9	21	13	13
COC(=O)c1cc2ccsc2n1Cc1cccc(F)c1	2	1	-4	-5	6.8	4	-11	-22
COc1ccc(C(C)(C)C)cc1NC(=O)C1=CC=CN2CCS(=O)(=O)N=C12	0	1	-2	13	-0.8	-2	0	10
Cc1noc(C)c1C(=O)OCC(=O)c1cc(C)n(Cc2ccccc2Cl)c1C	4	0	-34	-22	2.2	22	12	-54
O=C(NC1(C(F)(F)F)N=C(c2ccccc2)NC1=O)c1ccc(Cl)cc1Cl (centres undefined)	-2	0	-2	-16	-0.9	-5	-14	13
N#Cc1ccccc1NC(=O)CN1C(=O)NC2(CCCC2)C1=O	7	1	11	12	-0.4	-2	9	15
CC(C)CCNC(=O)CN(Cc1cccs1)C(=O)CCC(=O)Nc1nccs1	4	-4	-11	-24	-3.2	13	12	-25
CCOCCCNC(=S)N1CCC(NC(=O)C2CCCCC2)CC1	1	-4	5	15	0.1	-1	-27	23

Quoted from the listing.
Reading for `O=C(NCc1ccco1)c1cccc(C(F)(F)F)c1` in tim23-1 inh: 11
Reading for `COCC(C)N=CC1=C(O)CC(C)(C)CC1=O` (centres undefined) in Mdm2 MdmX PPI: 6
Reading for `Cc1ccc(NC(=S)NNC(=O)CSc2nc3ccccc3c(=O)n2-c2ccc(C)cc2)cc1` in APJ antagonist: 16

Remaining list, next part.
SMILES	UPR XBP1 act	APJ agonist	Jurkat NFkB inh	Mdm2 MdmX PPI	CHOP UPR activ	tim23-1 inh	APJ antagonist	697 NFkB inh
Cc1ccc(S(=O)(=O)N2CCCC(C(=O)NCCCN3CCCCC3C)C2)cc1 (centres undefined)	0	-3	-20	-22	-0.3	20	7	-3
N#CCC(=O)Nc1ccc(C(=O)OC(C(=O)Nc2cc(C(F)(F)F)ccc2Cl)c2ccccc2)cc1 (centres undefined)	-4	3	11	52*	2.3	14	-4	7
COc1ccc(N(C)S(=O)(=O)c2cccc(C(=O)OC(C(=O)Nc3cc(C)cc(C)c3)c3ccccc3)c2)cc1 (centres undefined)	0	-2	5	2	0.6	7	-9	22
O=C(Cn1ncc2c3ccccc3n(Cc3cccc(Cl)c3)c2c1=O)NCC1CCCO1 (centres undefined)	0	-1	-5	-4	1.2	16	-4	-13
CCC(=O)c1c[nH]c(C(=O)NCC2CCCO2)c1 (centres undefined)	0	3	-6	-15	-0.2	-3	6	-6
O=S(=O)(c1ccc(Cl)cc1)N1CCC(c2nc3ccccc3[nH]2)CC1	-1	0	12	44	-2.2	-3	-8	8
CCCCCN(C(=O)CCC(=O)OCc1cc(C(C)=O)ccc1OC)c1c(N)n(CCCC)c(=O)[nH]c1=O	-4	-2	-3	4	-0.6	0	-46	16
CSc1cccc(NC(=O)CSc2ccccc2)c1	0	4	-15	-26	1.2	19	-1	-12
O=C(CSc1nnc(-c2cccnc2)o1)NNC(=O)c1ccc(Br)cc1	2	-4	12	-12	-2.3	-3	-5	1
O=C(Nc1cccc(F)c1)Nc1ccc2c(c1)CCC2	3	-3	-150	-51	6.0	14	-9	-109
CCOC(=O)c1cc2cc(OC)ccc2[nH]1	-1	2	-62	-26	4.9	22	2	-114
CC1=NN(c2ccc(C)c(C)c2)C(=O)/C1=C\C=C\c1ccc([N+](=O)[O-])o1	1	1	2	77*	25	50*	-46	-42
Cc1nnc(NC(=O)CSc2cn(Cc3ccccc3)c3ccccc23)s1	-3	-5	-1	-6	-2.9	-15	6	-7
Cc1ccc(OCC(=O)N(Cc2ccc(N(C)C)cc2)C2CCS(=O)(=O)C2)cc1 (centres undefined)	-1	-4	-26	-13	-0.4	4	1	-6
CC1=CC(C)(C)n2c(O)c(N=NC(N)=S)c3cc(C)cc1c32	31*	-4	-1	17	22	3	27	28
CCCCN(CCCNC(=O)C1CCCN(S(=O)(=O)CC)C1)Cc1ccccc1 (centres undefined)	-5	-4	-21	-16	-4.5	19	0	21
O=C1COc2ccc(C(=O)NC3CC3)cc2N1	-1	-1	0	22	-0.8	-8	5	24
COc1cccc(NC(=O)CN(C)C(=O)c2cccc(S(=O)(=O)N3CCN(c4ccccc4)CC3)c2)c1	-1	1	25	27	2.9	6	-5	-9
CCOc1ccc(OCCSc2nc3ccccc3o2)cc1	-5	-1	2	-2	-1.4	11	2	8
O=C(c1cccc(S(=O)(=O)N2CCc3ccccc32)c1)N1CCOCC1	-2	-3	3	14	1.1	0	-5	14
CCC(C)NC(=S)N1CCN(Cc2ccc3c(c2)OCO3)CC1 (centres undefined)	1	0	21	5	-1.5	-1	-10	-12
Clc1ccc(C[n+]2cc(-c3ccccc3)n3c2CCC3)cc1	-3	-2	12	17	0.6	-4	-14	-18
O=C(NCC1CCCO1)c1ccc(S(=O)(=O)N2CCCCC2)cc1 (centres undefined)	0	-2	-1	-3	-0.6	2	-6	-1
Cn1cnnc1SCC(=O)Nc1cccc(S(=O)(=O)N2CCCCCC2)c1	-2	-1	6	25	0.9	-9	3	15
COCC1CCN(Cc2nc(-c3ccc(OC)cc3)no2)CC1	-2	-2	-3	4	2.3	15	-3	10
COCCCn1c(C(=O)NC2CCCCC2C)cc2c(=O)n3cccc(C)c3nc21 (centres undefined)	7	1	-14	35	0.6	22	0	-26
O=C(NCC1CCN(Cc2ccccc2F)CC1)Nc1cc(F)ccc1F	1	-2	8	-11	-2.8	-2	8	4
CC(=O)Oc1ccc2c(C)c(CC(=O)N3CCN(C(=O)C4COc5ccccc5O4)CC3)c(=O)oc2c1C (centres undefined)	-1	-9	-1	31	-2.8	-34	20	2
CCCOC1CCCN(C(=O)c2ccc(OC)c(OC3CCN(C(C)C)CC3)c2)C1 (centres undefined)	-1	-3	3	-29	0.8	-3	12	-22
Nn1c(Cc2cccc3ccccc23)nnc1SCc1c(Cl)cccc1Cl	-2	-2	10	20	0.3	39	7	5
CC1(O)C(=O)c2ccccc2N(c2ccccc2)C1=O (centres undefined)	-1	2	-3	-11	-0.8	9	5	10

Assay outcomes deposited in PubChem by Sanford-Burnham Center for Chemical Genomics.
